Screens deposited in PubChem by Sanford-Burnham Center for Chemical Genomics.
A3G deaminase = APOBEC3G DNA deaminase inhibitors, primary screen, biochemical, fluorescence, single-stranded DNA substrate, uHTS | AID 493012, 2011 | 330,000 tested, 0.28% active | DNA dC->dU-editing enzyme APOBEC-3G (Homo sapiens), Q9HC16 | inhibition, % at 20 µM | recombinant A3G, ssDNA deamination FAM/TAMRA fluorescence;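 active = inhibition of at least 40% at 20 µM, with no more than 30% in the related APOBEC3A deaminase screen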;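 also: plate controls were DMSO wells with A3G for no effect and wells lacking A3G enzyme for full effect; some compounds called inactive have numbers as strong as hits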
Target sequence (Q9HC16 whole entry, looked up): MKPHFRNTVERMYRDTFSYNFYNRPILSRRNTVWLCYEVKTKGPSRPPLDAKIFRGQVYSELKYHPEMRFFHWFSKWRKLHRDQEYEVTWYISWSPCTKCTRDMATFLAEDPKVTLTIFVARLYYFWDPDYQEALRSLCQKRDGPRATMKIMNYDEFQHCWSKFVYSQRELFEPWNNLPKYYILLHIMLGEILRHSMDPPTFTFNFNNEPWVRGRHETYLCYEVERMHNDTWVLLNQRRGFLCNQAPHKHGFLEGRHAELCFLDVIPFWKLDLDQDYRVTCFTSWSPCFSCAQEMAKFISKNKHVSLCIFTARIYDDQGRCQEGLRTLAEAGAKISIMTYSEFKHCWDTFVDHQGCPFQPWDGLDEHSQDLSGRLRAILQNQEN
MPTP block = mitochondrial permeability transition pore inhibitors, primary screen, biochemical, isolated mouse mitochondria, absorbance | Ca2+ swelling absorbance, 30 min | inhibition, % at 10 µM | 360,000 tested, 1.4% active;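 active = inhibition of 50% or more, scaled per plate between neutral and stimulator controls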;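 also: 0% = DMSO wells given calcium and 100% = 1 mM EGTA wells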
mIAP block = inhibitors of mouse IAP, primary screen, biochemical, luminescence, uHTS; purified mouse IAP, CDP-Star luminescence, 30 min; AID 2806, 2010; 330,000 tested, 0.2% active; inhibition, % at 10 µM;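 active = inhibition of at least 40% at 10 µM in the primary screen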;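 also: plate controls were DMSO with enzyme for no effect and no enzyme wells for full effect; values of inactives mirror those of a sister screen read the other way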
A3A deaminase = APOBEC3A ssDNA deaminase inhibitors, primary screen, selectivity assay for APOBEC3G inhibitor project, biochemical, FAM/TAMRA oligo cleavage fluorescence; DNA dC->dU-editing enzyme APOBEC-3A (Homo sapiens), P31941; recombinant A3A, FAM/TAMRA ssDNA deamination fluorescence; inhibition, % at 20 µM; 330,000 tested, 0.41% active;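 active = at least 40% inhibition at 20 µM here, with at most 30% in a related deaminase screen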;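 also: plate controls were A3A with DMSO for no effect and wells lacking A3A enzyme for full effect; some results filed as inactive read as strong as hits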
Target sequence (P31941 whole entry, looked up): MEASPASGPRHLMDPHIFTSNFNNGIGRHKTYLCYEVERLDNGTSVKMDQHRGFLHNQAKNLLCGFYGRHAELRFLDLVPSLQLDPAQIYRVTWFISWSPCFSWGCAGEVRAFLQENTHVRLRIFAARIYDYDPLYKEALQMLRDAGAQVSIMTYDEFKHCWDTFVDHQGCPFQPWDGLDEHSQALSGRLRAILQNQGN
beta cell repl = inducers of MIN6 beta-cell proliferation, primary screen, ATP luminescence, uHTS; MIN6 cells proliferation, ATPlite luminescence, 48 h; cells starved in 0.2% serum; 100% = growth in 10% serum; proliferation, % at 10 µM; AID 2380, 2010; 330,000 tested, 0.29% active;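 active = compounds whose signal lies at least 3.5 SD above the mean of all wells on their plate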;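 also: 0% = DMSO-treated cells in low-serum medium and 100% = 10% serum control; some compounds called inactive have numbers as strong as hits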
GRIN3A LBD mod = binders of NR3A ligand-binding domain, primary screen, biophysical, differential scanning fluorimetry, uHTS. AID 1259313, 2017. Glutamate receptor ionotropic, NMDA 3A (GRIN3A) ligand-binding domain. NR3A LBD differential scanning fluorimetry, Tm shift; 0% = protein alone, 100% = glycine-bound protein. Tm shift relative to glycine control, % at 25 µM. 340,000 tested, 2.5% active;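 active = melting temperature shift of at least 10% of the positive control shift, at one fixed dose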
hIAP activ = human IAP activators, primary screen, biochemical, luminescence, uHTS | Intestinal-type alkaline phosphatase (Homo sapiens), P09923 | purified human IAP, CDP-Star luminescence, 30 min; active compounds read high; 1 = vehicle-only enzyme, 0 = enzyme-free background | activation factor at 10 µM | 330,000 tested, 0.16% active | AID 2524, 2010;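 active = activation factor of the enzyme at least 2-fold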; also: the source names both 10 and 20 µM as test concentration; values of inactives mirror those of a sister screen read the other way
Target sequence (P09923 whole entry, looked up): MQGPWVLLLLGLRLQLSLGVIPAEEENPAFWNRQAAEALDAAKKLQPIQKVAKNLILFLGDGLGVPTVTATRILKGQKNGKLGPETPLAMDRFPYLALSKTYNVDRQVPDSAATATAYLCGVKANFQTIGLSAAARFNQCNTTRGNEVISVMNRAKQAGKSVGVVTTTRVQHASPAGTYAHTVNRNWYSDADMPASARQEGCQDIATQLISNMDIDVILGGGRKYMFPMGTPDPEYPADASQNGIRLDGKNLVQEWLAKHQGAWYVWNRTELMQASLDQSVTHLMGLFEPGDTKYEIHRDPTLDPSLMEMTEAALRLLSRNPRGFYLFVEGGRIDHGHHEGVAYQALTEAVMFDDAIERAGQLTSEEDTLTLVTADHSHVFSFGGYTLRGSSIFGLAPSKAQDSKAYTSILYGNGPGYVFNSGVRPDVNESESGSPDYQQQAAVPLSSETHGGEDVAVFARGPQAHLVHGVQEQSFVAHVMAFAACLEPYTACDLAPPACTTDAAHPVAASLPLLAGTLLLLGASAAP
hIAP block = human IAP inhibitors, primary screen, biochemical, luminescence, uHTS | purified IAP, CDP-Star luminescence, 30 min | inhibition, % at 10 µM | Intestinal-type alkaline phosphatase (Homo sapiens), P09923 | 330,000 tested, 0.12% active;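 active = inhibition reaching a set limit with compound at 10 µM in the primary screen, cut at about 35% in these data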;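 also: plate controls were DMSO wells with enzyme for no effect and no-enzyme buffer wells for full effect; values of inactives mirror those of a sister screen read the other way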
mIAP act = activators of mouse IAP, primary screen, biochemical, luminescence, uHTS; activation factor at 10 µM; 330,000 tested, 0.24% active; muIAP, CDP-Star luminescence, 30 min; active compounds read high; 1 = vehicle-only enzyme signal, 0 = enzyme-free wells; intestinal alkaline phosphatase [Mus musculus];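 active = activation factor of at least 2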; also: the source names both 10 and 20 µM as test concentration; values of inactives mirror those of a sister screen read the other way
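Assay system: mouse IAP enzyme; reagent: chemiluminescent substrate CDP-Star; dosing: test compounds delivered from DMSO solution; schedule: 30 min at room temperature; measured by: luminescence from enzymatic CDP-Star hydrolysis; controls: DMSO-only wells and no-enzyme negative control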
* marks the source's active call; other numbers are inactive results.

SMILES	A3G deaminase	MPTP block	mIAP block	A3A deaminase	beta cell repl	GRIN3A LBD mod	hIAP activ	hIAP block	mIAP act
O=C(CSc1nnc(Cc2cccs2)n1Cc1ccco1)Nc1ccc(Br)cc1	-4	-0.4	-4	-2	-4	-7	0.98	2	1
COc1ccc(S(=O)(=O)NCC(=O)Nc2cccc(C)c2C)cc1OC	-11	0.6	2	3	-1	-1	0.97	3	0.98
O=C(Cn1nc(C(=O)O)c2ccccc2c1=O)Nc1cc(S(=O)(=O)N2CCCCC2)ccc1Cl	-5	0.4	-2	0	0	1	0.91	9	1
NC(=O)C1Cc2ccccc2CN1S(=O)(=O)c1cccs1 (stereo not given)	-6	3.3	2	-1	-2	2	0.98	2	0.98
Cc1ccc(OCC(=O)N/N=C/C=C/c2ccco2)cc1	12	1.1	22	15	-4	-3	0.83	17	0.79
Cc1cccc(NC(=O)c2ccc(N3C(=O)C4CCCCC4C3=O)cc2)c1C (stereo not given)	4	0.5	-2	3	-3	1	1	0	1
Nc1c(-c2ccc(Cl)cc2)cnn1C1CCS(=O)(=O)C1 (stereo not given)	-4	-1.3	1	1	2	0	1.1	-13	0.99
CC(C)(CC(=O)O)CC(=O)N1CCCN(c2nccc(C(F)(F)F)n2)CC1	-11	-0.1	1	-4	-4	1	1.1	-7	0.99
CCOC(=O)Nc1ccc2c(CN3CCC(C(=O)OC)CC3)cc(=O)oc2c1	-3	-0.8	2	0	-3	-1	0.98	2	0.98
COCC(=O)NC1CCN(S(=O)(=O)c2cccc(C(C)=O)c2)CC1	3	-0.6	-4	0	-3	-5	1.2	-18	1
CCOC(=O)NC(=O)CSc1nnc(C)s1	-10	-1.9	-2	-5	-3	-1	1	-1	1
CC(=O)Nc1ccc(NS(=O)(=O)c2ccccc2)cc1	-8	-4.2	1	5	-2	-2	1.2	-15	0.99
Cc1ccc(-c2nc3cc(NS(=O)(=O)c4ccc(C)cc4)ccc3o2)cc1	-1	-1.5	7	-1	-6	12*	0.97	3	0.93
CCOc1ccc2nc(SCc3ccc(OC)cc3)sc2c1	-8	2.6	-14	-4	-3	2	1.2	-22	1.1
COc1ccc(NC(=O)Nc2cccc3c2O[C@H](CN(C)C(=O)NC2CCCCC2)[C@@H](C)CN([C@H](C)CO)C3=O)cc1	-8	-1.3	0	-5	-3	1	1	0	1
O=C1c2ccc(Oc3ccc([N+](=O)[O-])cc3)cc2C(=O)N1c1ccncc1	-7	87*	2	-2	-1	-1	0.98	2	0.97
CN(C)S(=O)(=O)c1cc(NC(=O)COC(=O)CCc2ccccc2)ccc1Cl	-5	-0.8	10	-2	0	-4	1.1	-6	0.9
O=C(Nc1ccc(Cl)cc1)OCc1cc(-c2ccccc2)on1	-5	7.5	-15	-4	0	0	1	-1	1.2
Cc1ccc(-c2cc(C(F)(F)F)n3nc(C(=O)Nc4ccon4)cc3n2)cc1C	-6	1.9	0	4	-5	0	0.82	18	1
Cc1ccc(C(=O)Nc2ccc(C(=O)N3CCCCC3)cc2)o1	-6	-0.4	-1	-2	0	0	1	-1	1
Cc1cc(C)nc(SCC(=O)Nc2ccc(S(=O)(=O)N3CCCCC3)cc2)n1	-7	11	-3	-4	-1	0	0.9	10	1
CCN1C(=O)[C@@H]2[C@@H](c3ccc(SC4CCCCC4)cc3)N3CCCC[C@@]3(C(=O)OC)[C@@H]2C1=O	5	0.7	-1	1	-8	-1	1.1	-12	1
COc1ccc(CNC(=S)NNC(=O)c2cc3ccccc3o2)cc1	-4	0.6	4	-2	0	-15	1.8	-78	0.96
CN(C)C(=O)COC(=O)c1ccc(S(=O)(=O)NCc2ccco2)cc1	-2	1.9	5	20	-2	0	1.1	-5	0.95
COc1ccc2sc(-c3ccccc3OC)c(-c3ccc(OC)nc3)c2c1	-4	1.0	5	-1	-6	-2	0.99	0	0.95
CSc1ccccc1NC(=O)NCCCl	-5	0.0	-3	-4	-4	242*	1	-2	1
C[C@]12C(=O)N(c3ccccc3)C(=O)N1[C@H]1c3ccccc3OC[C@@H]1[C@H]2c1ccccc1	-8	0.2	-7	-7	-5	0	0.94	6	1.1
COc1cccc(N2CCN(S(=O)(=O)c3ccc4c(c3)CC(C)N4C(=O)C3CC3)CC2)c1 (stereo not given)	-1	-0.2	2	-1	-1	-1	1.1	-11	0.98
COC(=O)Nc1c(-c2ccccc2)nc2ccc(Cl)cn12	-1	0.2	-1	-2	-1	2	0.89	11	1
C=CCNC(=O)CC(C)C(CCCCC)C(=O)O (stereo not given)	-4	-1.4	6	-9	3	0	0.96	4	0.94
CCOC(=O)c1cnc2cc(-c3ccc(Cl)cc3)nn2c1N	4	-0.3	-8	4	1	0	0.92	8	1.1
C=CCOc1cccc(C2C(C(=O)c3ccco3)=C(O)C(=O)N2Cc2ccncc2)c1 (stereo not given)	-6	-1.4	1	-3	0	3	1.1	-15	0.99
Cc1nnc(-c2ccc(Oc3ccc(C)c(C)c3)c([N+](=O)[O-])c2)o1	-6	0.3	14	-3	0	1	0.89	11	0.86
C/C(CC(=O)Nc1ccc2c(c1)OCO2)=N\NC(=O)C(c1ccccc1)c1ccccc1	-4	-2.4	-8	-1	0	-7	1.1	-6	1.1
COc1cc(Cl)ccc1OCc1cc(C(=O)N2CCCCCC2)no1	-3	-2.4	7	-6	-1	0	0.94	6	0.93
Cc1cccc(-c2cc3nc4c(c(N5CCOCC5)n3n2)CCCC4)c1	-2	-0.4	-7	0	-4	-10	1	-1	1.1
COc1ccc(-c2cc(C(=O)N3CCN(c4ccccc4O)CC3)c3ccccc3n2)cc1	-5	0.3	0	-3	-8	-4	0.84	16	1
CN(Cc1ccccc1)C(=O)CSc1nc2ccccc2[nH]1	-2	0.0	-2	0	0	0	0.99	1	1
Cc1ccc(-n2c(SCC(=O)NCC3CCCO3)nc3c(c2=O)SCC3)cc1 (stereo not given)	-1	0.7	2	-2	-1	-1	0.97	3	0.98
CCc1noc(C)c1C(=O)Nc1ccc(-c2nnc3n2CCCCC3)cc1	-5	-0.7	4	6	3	2	1.1	-10	0.96
COc1ccccc1-c1cc(C(=O)NCc2ccccc2)no1	-1	-3.6	9	2	0	-1	1	-2	0.91
Cc1cccc(C)c1NC(=O)CSc1nnc(C)n1-c1ccccc1	6	0.4	12	5	-2	-6	0.88	12	0.88
Cc1nn(-c2ccccc2)c(C)c1C(=O)OCC(=O)N1CC(=O)Nc2ccccc21	0	0.8	0	16	-1	-2	0.97	3	1
CCOC(=O)CC(=O)CSCC(=O)Nc1ccc(C)cc1	-4	0.0	10	-5	0	4	1.1	-14	0.9
COc1cc(/C=N/NC(=O)c2cccs2)ccc1OCc1ccccc1	-6	-1.3	9	-3	-1	19*	0.84	16	0.91
CC1C(=O)Nc2ccccc2N1C(=O)c1ccccc1 (stereo not given)	-3	-2.3	-5	1	-1	0	0.93	7	1.1
O=C(O)c1ccc(N2C(=O)/C(=C/c3ccc(-c4ccc([N+](=O)[O-])cc4)o3)C=C2c2ccccc2)cc1	9	28	16	12	-6	7	0.88	12	0.84
O=C1S/C(=C/c2ccc(N3CCOCC3)o2)C(=O)N1Cc1ccc(F)cc1	3	2.9	13	13	-6	-16	0.92	8	0.87
COc1ccc2c(c1OC)C(=O)N1c3ccccc3C(=O)N(c3ccccc3F)C21 (stereo not given)	-6	-1.1	-4	-4	5	2	1.1	-14	1
O=C(/C=C/c1ccc([N+](=O)[O-])s1)N1CCCCC1	-2	-2.2	6	-2	-6	1	1	-2	0.94
COc1cc(-c2[nH]ncc2CN2CCN(c3cccc(C)n3)CC2)cc(OC)c1OC	-4	0.1	-7	-2	-2	-1	1.1	-10	1.1
O=[N+]([O-])c1cccc(Nc2c3ccccc3nc3ccccc23)c1	-6	13	-16	0	-6	-18	0.81	19	1.2
Cc1ccc(OCCN(C)C(=O)C2CCC(=O)N(CCCN3CCOCC3)C2)cc1 (stereo not given)	-4	-0.9	2	7	0	-1	1.1	-6	0.98
O=C(O)Cn1nnc(COc2ccccc2)n1	-4	0.3	-13	2	0	1	0.87	13	1.1
Cc1ccc(Nc2nc3ccccc3nc2Nc2c(C)n(C)n(-c3ccccc3)c2=O)cc1	-5	3.3	6	-5	-4	-7	1.1	-14	0.94
Cc1ccc(-c2nnnn2-c2ccc(C)cc2)cc1	-2	-1.9	-6	0	0	0	1.1	-9	1.1
Cc1ccc(C(=O)NC2CCC(C)CC2)s1 (stereo not given)	-6	0.0	-1	-2	0	0	1.1	-8	1
CCOc1ccc(N2C(=O)C3=C(C(c4ccc(Cl)cc4)=NCCN3)C2c2cccnc2)cc1 (stereo not given)	-7	3.2	-8	-5	-4	-1	1.1	-10	1.1
CS(=O)(=O)c1ccccc1-c1nc(-c2ccc([N+](=O)[O-])cc2)no1	-6	-0.8	5	-3	-2	-1	1.1	-7	0.95
NNc1nc(C(F)(F)F)nc2ccccc12	-5	-0.4	4	-1	-2	2	1.2	-15	0.96

Further results.
SMILES	A3G deaminase	MPTP block	mIAP block	A3A deaminase	beta cell repl	GRIN3A LBD mod	hIAP activ	hIAP block	mIAP act
COc1cccc(OCCCCCCN2CCOCC2)c1	-2	-0.3	-7	0	-1	0	1.1	-12	1.1
N#CC(c1ccc(F)cc1)c1ccc(C(=O)c2ccccc2)cc1 (stereo not given)	1	-0.2	2	4	-3	-1	0.99	1	0.98
O=C(N/N=C/c1ccc(Sc2nc3ccccc3[nH]2)o1)c1ccncc1	-10	26	23	-5	0	1	1.4	-39	0.77
C=CCNC(=O)N1CCCC(N2CCN(c3ccccc3OC)CC2)C1 (stereo not given)	-7	-0.7	-7	-3	-3	-1	1.1	-8	1.1
CCSc1nnc(NC(=O)Cc2ccc(OC)c(OC)c2)s1	-9	-3.2	-7	-1	1	-3	1.3	-25	1.1
CCOC(=O)c1c(/N=C/N(C)C)sc(/C=N/Nc2ccccc2)c1-c1ccccc1Cl	-8	5.0	8	2	-3	-18	1	-3	0.92
Cc1cccc(NC(=O)CCC(=O)N/N=C/c2ccco2)c1	-4	1.9	14	0	-1	0	1	-1	0.86
C[C@H]1CN=C(Nc2ccccc2)N1CC1CCC1	-7	-0.5	-6	-1	0	0	1	-4	1.1

Rewritten with values under each structure: 3 of the compounds above.
Results follow in this order: A3G deaminase, MPTP block, mIAP block, A3A deaminase, beta cell repl, GRIN3A LBD mod, hIAP activ, hIAP block, mIAP act
> C=CCNC(=O)N1CCCC(N2CCN(c3ccccc3OC)CC2)C1 (stereo not given)
 : -7, -0.7, -7, -3, -3, -1, 1.1, -8, 1.1
> CCSc1nnc(NC(=O)Cc2ccc(OC)c(OC)c2)s1
 : -9, -3.2, -7, -1, 1, -3, 1.3, -25, 1.1
> CCOC(=O)c1c(/N=C/N(C)C)sc(/C=N/Nc2ccccc2)c1-c1ccccc1Cl
 : -8, 5.0, 8, 2, -3, -18, 1, -3, 0.92
